VHR inh color: VHR1 phosphatase inhibitors, primary screen, biochemical, colorimetric, HTS | AID 1992, 2009 | Dual specificity protein phosphatase 3 (Homo sapiens), P51452 | actives 0.7% (n = 50,000) | inhibition, % at 20 µM | recombinant VHR phosphatase, colorimetric substrate read-out; in the data active means inhibition above about 60%; further: some results filed as inactive read as strong as hits
Target sequence (P51452 whole entry, looked up): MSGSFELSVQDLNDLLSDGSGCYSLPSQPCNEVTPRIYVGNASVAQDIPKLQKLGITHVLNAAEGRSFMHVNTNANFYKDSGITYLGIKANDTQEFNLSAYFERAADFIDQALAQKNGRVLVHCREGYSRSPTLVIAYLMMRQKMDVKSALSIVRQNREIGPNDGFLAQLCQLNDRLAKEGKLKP
The depositor's hits bear a star. This is a subset. The share of hits here may be higher or lower than overall.

SMILES	VHR inh color
O=C(/C=C/c1ccc([N+](=O)[O-])cc1)NCCSc1ccccn1	-5
Cc1ccccc1C(=O)Nc1ccc(-c2ccccc2)cc1	-11
COc1ccc(NC(=O)c2ccccc2NC(=O)c2ccccc2)cc1	-1
CCCCSc1nnc(-c2ccc(Br)cc2)o1	2
Cc1c(C(c2cc(Br)ccc2O)c2c(C)n(C)n(-c3ccccc3)c2=O)c(=O)n(-c2ccccc2)n1C	-5
COc1ccc(C2CC(c3ccc(F)cc3)=NN2c2cccc(F)c2)cc1OC (stereo not drawn)	-13
Cc1cc(C=O)c(C)n1-c1cccc([N+](=O)[O-])c1	-18
O=C(O)c1ccccc1C(=O)Nc1cccc(-c2cn3ccccc3n2)c1	-5
O=C(c1ccc(N2CCN(C(=O)c3c(F)cccc3F)CC2)cc1)c1cccc(F)c1	-4
Cc1[nH]c2ccc(Br)cc2c(=O)c1CC=C(Cl)Cl	14
O=[N+]([O-])c1ccccc1S(=O)(=O)Nc1cccc(I)c1	1
CCC(=O)OCCn1c(=O)c2ccccc2c2ccccc2c1=O	-4
Cc1ccc(C)c(N(CC(=O)Nc2cc(Cl)ccc2C)S(=O)(=O)c2ccccc2)c1	5
c1cc(CN2CCN(C3CC4CCC3C4)CC2)ccn1 (stereo not drawn)	-18
CCOc1ccccc1NC(=O)c1c(NC(=O)c2cccs2)sc2c1CCCC2	-9
COc1cc(NC(=O)Cn2nc([N+](=O)[O-])c(Cl)c2C)cc([N+](=O)[O-])c1	12
COC(=O)c1sccc1NC(=O)COc1ccc(Cl)cc1	0
CC1CCN(C2=NC(=O)/C(=C/c3ccc(N(C)C)cc3)S2)CC1	20
O=C(Nc1ccc2nn(-c3ccc(F)cc3)nc2c1)c1ccc(Cl)c([N+](=O)[O-])c1	-13
O=C(c1ccccc1Cl)N1CCN(c2nc(-c3ccccc3)c3cc(Br)ccc3n2)CC1	-7
O=C1OC(c2ccccc2F)=N/C1=C\c1ccccc1[N+](=O)[O-]	-12
Cc1cccc2sc(NC(=O)c3ccc(C(=O)c4ccccc4)cc3)nc12	-8
CCOc1ccc(N2C(=O)NC(=O)/C(=C\c3ccc(OCC(=O)O)c(Br)c3)C2=O)cc1	11
COc1ccc(O)c(C2N(Cc3ccccc3O)CCN2Cc2ccccc2O)c1	-3
CCOC(=O)c1ccccc1Nc1cn(C(C)=O)c2ccccc12	-3
CC(=O)Oc1ccc(C(=O)Nc2ccc(C(=O)O)cc2)cc1	-13
COc1ccc(NC(=O)c2c(N)sc3c2CCCC3)cc1	11
Cc1ccc(N2C(=O)C3C(C2=O)C2(C)C(=O)C3(C)C(c3ccccc3)=C2c2ccccc2)cc1Cl (stereo not drawn)	-15
Cc1ccccc1NC(=S)N1CCN(c2cccc(Cl)c2)CC1	-13
COc1cc(CN2CCN(C3CCCCCC3)CC2)cc(OC)c1OC	-5
Cc1cccc(Cl)c1NC(=O)C1CC(=O)N(c2ccc(F)cc2)C1 (stereo not drawn)	-12
COc1cc(/C=C/C(=O)NCc2ccc3c(c2)OCO3)cc(OC)c1OC	3
O=c1nc(N(c2ccccc2)c2ccccc2)[nH]c(=O)[nH]1	8
CCCC(=O)N1CCN(c2ccc([N+](=O)[O-])cc2Cl)CC1	-2
O=S(=O)(c1ccc(Cl)cc1)N1CCOC(c2ccccc2)C1 (stereo not drawn)	-9
CCOC(=O)c1ccc(N=Cc2c(O)n(C)c(=O)[nH]c2=O)cc1	4
CC(=O)c1ccc(NC(=O)COc2ccc3ccccc3c2)cc1	17
O=C1/C(=C/c2ccccc2)S/C(=N/N=C/c2ccccc2)N1c1ccc(O)cc1	-17
CC1=NN(c2ccccc2)C(=O)/C1=C/c1ccccc1OS(=O)(=O)c1ccccc1[N+](=O)[O-]	-6
Cc1cccc(C2(c3cccc(C)c3)CC2C(=O)NC(C)(C)C)c1 (stereo not drawn)	-4

Arranged by SMILES length (lowest first): some entries from above.
SMILES	VHR inh color
O=S(=O)(c1ccc(Cl)cc1)N1CCOC(c2ccccc2)C1 (stereo not drawn)	-9
O=C(Nc1ccc2nn(-c3ccc(F)cc3)nc2c1)c1ccc(Cl)c([N+](=O)[O-])c1	-13
Cc1ccc(N2C(=O)C3C(C2=O)C2(C)C(=O)C3(C)C(c3ccccc3)=C2c2ccccc2)cc1Cl (stereo not drawn)	-15
Cc1c(C(c2cc(Br)ccc2O)c2c(C)n(C)n(-c3ccccc3)c2=O)c(=O)n(-c2ccccc2)n1C	-5

(next part)
SMILES	VHR inh color
O=C1c2ccccc2C(=O)N1N1C(=O)c2ccc(-c3nc4ccccc4o3)cc2C1=O	-10
Cc1ccc(N2CCN(C(=S)Nc3ccccc3)CC2)cc1	9
O=C1C(c2nc3ccccc3s2)=C(O)c2ccccc21	-5
CCCOC(=O)C1=C(C)NC2=C(C(=O)CCC2)C1c1cccc(F)c1 (stereo not drawn)	-3
COc1ccc(C2/C(=C(\O)c3ccc(C)cc3)C(=O)C(=O)N2c2nncs2)cc1 (stereo not drawn)	-10
COc1ccc(/C=N/Nc2nc3cc(C)ccc3cc2C)cc1OC	11
CC(/C=C1\SC(=O)N(c2ccc(O)cc2)C1=O)=C\c1ccccc1	9
FC(F)(F)C(=C(NC(=S)n1cnc2ccccc21)C(F)(F)C(F)(F)F)C(F)(F)F	16
CCc1ccc(N2CC(C(=O)N/N=C/c3ccc(C(=O)OC)cc3)CC2=O)cc1 (stereo not drawn)	-8
CCOC(=O)c1c(NC(=O)c2ccncc2)sc2c1CCC(C)C2 (stereo not drawn)	0
N#C/C(=C\c1ccc(-c2ccc3c(c2)COC3=O)o1)c1nc2ccccc2[nH]1	64*
Cc1ccc(OCC(=O)Nc2c(C)cc(Br)cc2C)cc1C	-17
CC(C)(C)c1ccc(OC(=O)c2cccs2)cc1	-11
Cc1ccc(/C(O)=C/C(=O)C(=O)Nc2nccs2)cc1	-10
O=C(Nc1nc2ccc(Cl)cc2s1)c1cccc(F)c1	-3
CN(C1=NC(=O)SC1)c1ccc(O)cc1	19
O=C(NCCN1CCN(Cc2ccccc2)CC1)C(=O)Nc1ccc(Cl)cc1	-2
CC1(C)CC2CC(C)(CN2S(=O)(=O)c2ccc(C(=O)Nc3ccccc3N3CCOCC3)cc2)C1 (stereo not drawn)	10
CN1CCN(C(=O)c2ccc3c(c2)OCCO3)CC1	-16
Cc1c(C(=O)NCCO)c(-c2ccccc2)nn1-c1ccccc1	-2
Cc1cc(OCC(=O)NNC(=O)c2ccccc2C)ccc1Br	-23
O=C(CSc1ncccn1)N/N=C/c1ccccc1[N+](=O)[O-]	-44
c1ccc2oc(N3CCOCC3)nc2c1	-21
CC(C)CNC(=O)Nc1cccc(Cl)c1	-19
COc1ccc(-c2cc(C(=O)N/N=C\c3ccc(C(C)C)cc3)[nH]n2)cc1	-14
COc1ccc(CN2CCN(C3CCC(c4ccccc4)CC3)CC2)c(OC)c1OC (stereo not drawn)	24
COc1ccc(C2C(C#N)=C(N)OC3=C2C(=O)CCC3)cc1 (stereo not drawn)	18
COc1ccc(/C=C2\SC(=O)N(CCC(=O)Nc3ccccc3)C2=O)cc1OC	-16
COc1cc(C2C3=C(CC(C)(C)CC3=O)OC3=C2C(=O)CC(C)(C)C3)ccc1OCc1ccc([N+](=O)[O-])cc1	-10
Cc1c(C#N)c2ccc(O)c(CN(C)C)c2n1-c1ccccc1	-4
Cc1cc(C)nc(N/N=C/c2ccc(N3CCOCC3)cc2)n1	11
O=C(NCCCN1CCOCC1)c1ccccc1Br	-8
O=C(CCC1CCCC1)NC1CCCCCCC1	0
COc1cc(C=O)cc(Br)c1OCc1ccccc1Cl	20
COc1cc(CN2CCOCC2)cc(C=O)c1O	-8
CC(=O)/C=C(\C)N1N=C(c2ccccc2)CC1c1ccccc1 (stereo not drawn)	2
Cc1nnc(N2C(=O)C3CCC(C)(C2=O)C3(C)C)s1 (stereo not drawn)	-7
CC(C)N(C(=O)c1ccc(Cl)cc1Cl)C(C)C	2
CCOc1cc(/C=N/n2cnnc2)cc(Br)c1OCCOc1ccccc1OC	-8
CC1CN(S(=O)(=O)c2ccc(C(=O)Nc3nc(-c4ccc([N+](=O)[O-])cc4)cs3)cc2)CC(C)O1 (stereo not drawn)	3

Exported with each value named: 4 of the compounds above
Molecule: O=C(CCC1CCCC1)NC1CCCCCCC1
  VHR inh color = 0

Molecule: COc1cc(C=O)cc(Br)c1OCc1ccccc1Cl
  VHR inh color = 20

Molecule: COc1cc(CN2CCOCC2)cc(C=O)c1O
  VHR inh color = -8

Molecule: CC(=O)/C=C(\C)N1N=C(c2ccccc2)CC1c1ccccc1 (stereo not drawn)
  VHR inh color = 2

Next results follow.
SMILES	VHR inh color
COc1ccc(/C=C2\C(=O)NC(=S)N(c3ccc(Br)cc3C)C2=O)cc1[N+](=O)[O-]	12
Cc1nc(-c2cccc(NC(=O)c3cccnc3)c2)cs1	-2
Cc1c(NC(=S)NC(=O)c2ccccc2Cl)cccc1-c1nc2ccccc2s1	0
Cc1ccc(C(=O)N2CCN(c3ccccc3)CC2)o1	3
Cc1ccccc1C(=O)Nc1ccc(N2CCOCC2)cc1	-50
Cc1ccc(C(=O)Nc2ccccc2CO)cc1[N+](=O)[O-]	20
N/C(Cc1ccc(Cl)cc1)=N\OC(=O)c1ccccc1Cl	13
COc1ccccc1NC(=O)C1=C(C)NC2=C(C(=O)CCC2)C1c1cc(OC)c(OC)c(OC)c1 (stereo not drawn)	-10
COc1cc(/C=C2\SC(=S)N(NC(=O)c3ccccc3Br)C2=O)ccc1O	5
COc1ccc2c(c1)CCC1C2=NN(/C(C)=C/C(C)=O)C1c1ccc(N(C)C)cc1 (stereo not drawn)	2
CCC(C)c1ccc(OCCOc2ccc(/C=C3/SC(=S)N(C)C3=O)cc2)cc1 (stereo not drawn)	-20
CCOC(=O)CC(=O)NC(C)(C)Cc1ccc(O)cc1	-9
O=C(Nc1ccc(I)cc1Cl)c1ccccc1[N+](=O)[O-]	-6
O=C1CC(c2ccccc2)CC2=C1C(c1ccc([N+](=O)[O-])cc1)Nc1ccc(C(=O)c3ccccc3)cc1N2 (stereo not drawn)	3
c1ccc(C2CCC(N3CCN(C4CCCC4)CC3)CC2)cc1 (stereo not drawn)	-2
CC(C)(Cc1ccc(O)cc1)NC(=O)c1ccccc1	-12
O=C(c1cccc(F)c1)N1CCN(C(=O)c2cccc(Cl)c2)CC1	-10
O=C(CN1C(=O)S/C(=C/c2ccccc2F)C1=O)Nc1cccc(O)c1	-31
C=CCNC(=O)CCCOc1ccc(Cl)cc1Cl	-10
COc1ccc(S(=O)(=O)n2cnc3ccccc32)cc1OC	-2
C=CCc1cccc2cc(C(=O)N3CCN(c4ccccn4)CC3)c(=O)oc12	-1
COc1ccc(-c2c(C#N)c(N)n3c(nc4ccccc43)c2C#N)cc1OC	69*
O=C1CSC(c2ccc(F)cc2)N1CCN1CCCCC1 (stereo not drawn)	-4
Cc1[nH]n(-c2nc(-c3cccc([N+](=O)[O-])c3)cs2)c(=O)c1N=Nc1ccc(Cl)c(Cl)c1	-9
CCCCS(=O)CC(O)COc1ccccc1 (stereo not drawn)	-17
CCOC(=O)Cn1c(C)nc2c(C(=O)OCC)sc(C)c2c1=O	-14
Brc1ccccc1C=NN1CCN(Cc2ccccc2)CC1	6
COc1ccc(-c2cn3ccc4ccccc4c3n2)cc1OC	2
Cc1ccc(C)n1-c1ccc(SCC(=O)O)cc1	91*
O=C(C1=C(O)C(=O)N(c2nncs2)C1c1ccc(Cl)cc1)c1cccs1 (stereo not drawn)	-29
COC(=O)c1ccc(C(=O)Nc2cc(Cl)ccc2Cl)cc1NC(=O)c1cc2cccc(O)c2cc1O	-25
CSC(=O)NC12CC3CC(CC(C)(C3)C1)C2	4
CCOC(=O)C1=NNC(C(=O)c2ccccc2)C1c1ccccc1 (stereo not drawn)	0
Cc1ccc(-c2ccccc2)n1-c1ccccc1C(=O)O	73
C=CCc1cc(/C=C2\C(=O)NC(=O)N(c3ccc(C)cc3)C2=O)cc(OCC)c1O	-18
CC(C)Nc1ncnc2ccc(Br)cc12	-2
NS(=O)(=O)c1ccc(NC(=O)/C=C/c2ccccc2Cl)cc1	-12
CCOc1ccc(-n2nc3ccc(NC(=O)c4cc(Cl)ccc4OC)cc3n2)cc1	-9
O=C(Cc1ccccc1)Nc1cc(C(F)(F)F)cc(C(F)(F)F)c1	-9
COc1cc(OC)c(C2C(C(=O)OCC3CCCO3)=C(C)NC3=C2C(=O)CCC3)cc1OC (stereo not drawn)	10
O=C(NCCCCc1ccccc1)c1sc2ccccc2c1Cl	-40
O=C(CSc1nnnn1-c1ccccc1)Nc1nccs1	-12
COc1ccccc1N1CCN(C(=O)c2ccccc2I)CC1	-24
COc1ccc(C(=O)Nc2ccc(S(=O)(=O)Nc3nccc(C)n3)cc2)cc1[N+](=O)[O-]	-4
COC(=O)CN1C(=O)C(=Cc2cccc(OCc3ccccc3)c2)SC1=S	-17
O=C(Nc1nc(-c2ccc(Cl)cc2)cs1)C(F)(F)F	-24
O=C(NCc1ccccn1)Nc1ccc(Cl)cc1	25
CC(C)=C1C2C=CC1C1C(=O)N(c3ccc(Cl)cc3[N+](=O)[O-])C(=O)C21 (stereo not drawn)	-8
COc1ccccc1N/C(=N/S(=O)(=O)c1ccccc1)c1ccccc1	1
CCOC(=O)c1c(NC(=S)Nc2ccc(OC)cc2)sc2c1CC(C)(C)OC2	-26
COc1ccc(C(=O)CC(Nc2ccc(C)c(Cl)c2)c2ccccc2)cc1 (stereo not drawn)	25
C/C(CC(=O)NC12CC3CC(CC(C3)C1)C2)=N\NC(=O)c1ccccc1Cl	-20
O=C(Cc1ccccc1)Nc1ccc2nn(-c3ccc(F)cc3)nc2c1	-16
